Assay outcomes (PubChem BioAssay)
LYPLA2 inh: blocks human lysophospholipase 2, a PME1 counter-screen | inhibition, % at 5.9 µM | actives 0.38% (n = 320,000) | recombinant LYPLA2, FP-Rh probe fluorescence polarization | AID 2177 | O95372;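 active = inhibition above the screen-wide mean plus 3 SD, limit set per campaign, cut at about 26% in these data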;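 note: 0% = LYPLA2 with DMSO and 100% = wells lacking LYPLA2 enzyme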
ZTA counter: blocks Epstein-Barr virus ZTA, an EBNA-1 counter-screen. ZTA-DNA binding, fluorescence polarization. inhibition, % at 11 µM. actives 0.15% (n = 320,000). AID 2234; in the data active = inhibition above about 33%
Target sequence (P03206 whole entry, looked up): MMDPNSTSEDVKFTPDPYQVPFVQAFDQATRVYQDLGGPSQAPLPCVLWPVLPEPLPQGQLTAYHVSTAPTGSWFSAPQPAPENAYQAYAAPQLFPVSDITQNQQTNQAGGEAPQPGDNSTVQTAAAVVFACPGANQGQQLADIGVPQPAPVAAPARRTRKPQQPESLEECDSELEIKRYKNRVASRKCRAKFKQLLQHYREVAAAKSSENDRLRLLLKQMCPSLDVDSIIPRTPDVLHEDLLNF
PAFAH2 FP inh: PAFAH2 (human) inhibition. Q99487. recombinant PAFAH2, FP-rhodamine activity probe, fluorescence polarization. inhibition, % at 3.39 µM. actives 0.99% (n = 340,000). AID 492956;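 active = inhibition above the mean over all tested compounds plus 3 SD, cut at about 30% in these data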;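 note: inhibitors block probe labeling of enzyme so polarization drops; 0% = enzyme with DMSO and 100% = wells lacking PAFAH2 protein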
PAFAH1B2 inh: PAFAH1B2 (human) inhibition. actives 1.2% (n = 340,000). P68402. AID 492953. inhibition, % at 3.39 µM. recombinant PAFAH1B2, FP-rhodamine activity probe, fluorescence polarization;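 active = inhibition above the mean of all tested compounds plus 3 SD, cut at about 24% in these data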;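 note: 0% = enzyme with DMSO and 100% = wells lacking PAFAH1B2; many of its hits are not listed in these tables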
PAFAH1B3 FP inh: blocks human PAF acetylhydrolase 1B catalytic subunit 3 | AID 492972 | inhibition, % at 3.39 µM | recombinant PAFAH1B3, FP-rhodamine probe, fluorescence polarization | actives 0.28% (n = 340,000);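 active = inhibition above the screen-wide average of all tested compounds plus 3 SD, cut at about 25% in these data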;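 note: 0% = enzyme with DMSO only and 100% = wells lacking PAFAH1B3 protein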
pPAFAH inh: inhibitors of human plasma PAF acetylhydrolase (pPAFAH). AID 463082. recombinant pPAFAH, FP-rhodamine probe fluorescence polarization. inhibition, % at 3.39 µM. actives 1.5% (n = 330,000). Q13093;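 active = inhibition above the mean inhibition across the screen plus 3 SD, cut at about 25% in these data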;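 note: inhibitors block binding of the rhodamine activity-based probe so polarization drops; 0% = enzyme with DMSO and 100% = wells lacking pPAFAH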
EBNA-1 inhibitor: blocks EBNA-1 binding to DNA; actives 0.34% (n = 300,000); inhibition, % at 14.8 µM; EBNA-1 DNA binding, fluorescence polarization; AID 1950; in the data active = inhibition above about 28%
LYPLA1 inh: LYPLA1 (human) inhibition in PME1 counter-screen. recombinant LYPLA1, FP-Rh probe fluorescence polarization. AID 2174. inhibition, % at 5.9 µM. actives 0.16% (n = 320,000). O75608;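 active = inhibition above the mean of all tested compounds plus 3 SD, set per campaign, cut at about 14% in these data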;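 note: inhibitors block serine hydrolase probe labeling of LYPLA1 so polarization falls; 0% = enzyme with DMSO and 100% = wells lacking LYPLA1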
PREPL inhibitor: human PREPL enzyme inhibition | recombinant PREPL, fluorescence polarization activity-based probe | inhibition, % at 5.96 µM | actives 0.68% (n = 320,000) | AID 2751; in the data active = inhibition above about 43%;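 note: 0% = enzyme with DMSO and 100% = wells lacking enzyme; many of its hits are not listed in these tables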
Target sequence (Q4J6C6 whole entry, looked up): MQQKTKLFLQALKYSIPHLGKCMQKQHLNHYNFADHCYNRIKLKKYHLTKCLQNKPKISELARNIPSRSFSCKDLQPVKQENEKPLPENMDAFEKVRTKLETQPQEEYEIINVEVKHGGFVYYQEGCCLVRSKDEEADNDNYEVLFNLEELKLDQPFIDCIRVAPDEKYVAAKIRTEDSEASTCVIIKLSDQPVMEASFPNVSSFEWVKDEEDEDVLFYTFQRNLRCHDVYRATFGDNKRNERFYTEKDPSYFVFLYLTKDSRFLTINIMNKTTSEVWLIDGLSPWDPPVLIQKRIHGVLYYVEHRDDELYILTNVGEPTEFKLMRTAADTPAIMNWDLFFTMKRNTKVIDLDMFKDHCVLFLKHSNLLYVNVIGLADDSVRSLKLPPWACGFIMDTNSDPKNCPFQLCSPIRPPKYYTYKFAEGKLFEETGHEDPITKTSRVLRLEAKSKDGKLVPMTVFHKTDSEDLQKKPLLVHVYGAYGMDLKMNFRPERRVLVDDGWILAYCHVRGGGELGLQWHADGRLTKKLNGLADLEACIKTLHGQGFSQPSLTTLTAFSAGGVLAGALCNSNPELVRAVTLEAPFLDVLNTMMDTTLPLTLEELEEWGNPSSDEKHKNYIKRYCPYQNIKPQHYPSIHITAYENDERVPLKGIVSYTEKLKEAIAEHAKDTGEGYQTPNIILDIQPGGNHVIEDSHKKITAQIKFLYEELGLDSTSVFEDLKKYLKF
* hit, by the source's call; . = not tested or not shown. A portion of the library. The share of hits here may be higher or lower than overall.

1. COc1cc(CCN2C(=O)c3cccc4cccc(c34)C2=O)c(S(=O)(=O)NCCO)cc1OC
2. CN(Cc1ccccc1)C1CCN(Cc2ccccc2[N+](=O)[O-])CC1
3. CC(C(N)=O)N1C(=O)C2C3C=CC(C3)C2C1=O (stereo not given)
4. CCOc1ccc(NC(=O)c2oc3ccccc3c2NC(=O)CC)cc1
5. Cc1cc(C)nc(SCc2nnc(SCC(=O)N3CCOCC3)o2)n1
6. C/C(=N\NC(=O)c1ccc(C)cc1C)c1ccc2c(c1)OCO2
7. CC1(C)Cc2c(C#N)c(N3CCN(C(=O)c4ccccc4Cl)CC3)nc(-c3ccco3)c2CS1
8. COC(=O)CSc1nnc(-c2cccs2)n1-c1ccc(Cl)cc1
entry no.	1	2	3	4	5	6	7	8
LYPLA2 inh	-4	-1	1	2	1	5	7	4
ZTA counter	-22	-2	-7	-14	11	-3	0	-5
PAFAH2 FP inh	-3	2	-2	.	-11	-6	10	11
PAFAH1B2 inh	3	5	6	.	-3	2	4	9
PAFAH1B3 FP inh	10	8	1	.	2	4	5	4
pPAFAH inh	0	-3	10	5	2	0	34*	6
EBNA-1 inhibitor	1	-2	14	-3	7	-7	8	-3
LYPLA1 inh	-1	0	0	0	3	-4	-3	-2
PREPL inhibitor	3	14	-5	20	-4	16	11	10

9. Cc1ccc2cc(CN(Cc3ccco3)S(=O)(=O)c3c(C)ccc4nsnc34)c(=O)[nH]c2c1
10. CCOC(=O)Cn1c(=O)oc2cc(S(=O)(=O)N3CCc4ccccc43)ccc21
11. COC(=O)/C(=C\c1ccc2c(c1)c1ccccc1n2C)NC(=O)c1ccccc1
12. Clc1ccccc1/C=C/C=N/Nc1nc(N2CCOCC2)nc(N2CCOCC2)n1
13. Cc1nn(CCC(=O)NCc2ccc(N(C)C)cc2)c(=O)c2nn(-c3ccccc3)c(C)c12
14. COc1ccc(C2CC(=O)Oc3c(C(CCN4CCN(c5ccccc5)CC4)c4ccc(N(C)C)cc4)c(OC)cc(OC)c32)cc1 (stereo not given)
15. O=C(Nc1ccccc1)C1CCN(C(=O)c2ccc([N+](=O)[O-])cc2)CC1
16. CC(C)c1nc2n[nH]c(N)c2c2c1CCC2
entry no.	9	10	11	12	13	14	15	16
LYPLA2 inh	-2	-1	-6	8	0	2	0	-2
ZTA counter	0	1	-2	9	14	15	0	2
PAFAH2 FP inh	9	11	-5	2	2	-1	-5	1
PAFAH1B2 inh	0	10	2	1	2	1	2	1
PAFAH1B3 FP inh	8	0	9	5	0	8	6	2
pPAFAH inh	-3	2	11	5	7	6	-4	2
EBNA-1 inhibitor	8	-4	13	-4	5	8	-3	-5
LYPLA1 inh	-2	-1	-8	-1	2	3	-3	-1
PREPL inhibitor	-7	3	3	24	3	6	-3	3

17. CCOc1cc(/C=N/n2cnnc2)ccc1OS(=O)(=O)c1ccccc1
18. c1ccc(Oc2ccc(-n3cnnn3)cc2)cc1
19. Cc1ccc2c3c([nH]c2c1)C(=O)CC(C)(C)S3
20. NC(=O)c1sc2nc(-c3ccccc3)ccc2c1N
21. O=C(COc1ccc(Br)cc1Cl)NC1CCN(Cc2ccccc2)CC1
22. COc1cc2c(N3CCOCC3)cc(O)c(CC(=O)Nc3ccccc3)c2cc1OC
23. O=C(COC(=O)c1ccccc1Cl)NCCC1=CCCCC1
24. Cc1cccc(NC(=O)C2(c3ccc([N+](=O)[O-])cc3)CCCC2)c1
entry no.	17	18	19	20	21	22	23	24
LYPLA2 inh	4	23	0	11	5	-4	6	-3
ZTA counter	-5	0	8	-10	5	-6	-18	-9
PAFAH2 FP inh	5	3	1	-2	-3	-7	16	2
PAFAH1B2 inh	3	-2	-4	3	0	8	2	14
PAFAH1B3 FP inh	3	-7	3	-4	7	7	8	8
pPAFAH inh	2	0	3	3	6	-1	18	0
EBNA-1 inhibitor	3	2	5	-4	2	-12	-4	-7
LYPLA1 inh	4	1	1	4	3	2	6	1
PREPL inhibitor	5	-6	-1	23	7	4	-26	5

25. CC(C)n1c(O)c(N=Nc2ccc(Cl)c(C(=O)O)c2)c2ccccc21
26. CCOc1ccccc1N(CC(=O)Nc1ccccc1C(=O)O)S(C)(=O)=O
27. CCN(CC)S(=O)(=O)c1ccc(N2CC(C(=O)NCc3ccc4c(c3)OCO4)CC2=O)cc1 (stereo not given)
28. COc1cccc(-c2nc(-c3ccc(NC(=O)c4cccs4)cc3)no2)c1
29. COc1cccc(/C=N/n2c(COc3ccccc3)n[nH]c2=S)c1OC
30. CCn1c(CC(=O)Nc2cccc(OC)c2)nnc1SCC(=O)N1CCN(c2ccccc2)CC1
31. CC(CN1CCC(O)CC1)c1ccccc1 (stereo not given)
32. CCOc1ccc(CN(C)C(=O)CNC(=O)C2CCCCC2)cc1OC
entry no.	25	26	27	28	29	30	31	32
LYPLA2 inh	8	3	-4	1	-1	1	-1	2
ZTA counter	0	10	-10	6	5	6	-1	-2
PAFAH2 FP inh	0	-6	3	-7	14	-11	-3	-3
PAFAH1B2 inh	8	1	8	-1	1	0	6	-2
PAFAH1B3 FP inh	1	1	9	-4	-4	3	5	10
pPAFAH inh	3	3	-3	-6	-1	0	4	4
EBNA-1 inhibitor	-11	-7	.	4	-7	2	3	4
LYPLA1 inh	6	4	-1	-6	-1	1	-3	0
PREPL inhibitor	9	9	13	-6	-5	10	-2	5

33. CCc1ccc(S(=O)(=O)NC2CCCCNC2=O)cc1 (stereo not given)
34. Cc1nn(-c2ccc(F)cc2)c(Cl)c1/C=C(\CCC(=O)O)c1nc2ccccc2s1
35. Cn1c(=O)[nH]c(=O)c2c1nc(SCC(O)CO)n2CCCc1ccccc1 (stereo not given)
36. O=C(c1ccccc1CCc1ccccc1)N1CCOCC1
37. COc1ccc(/C=N/Nc2cc(C)nc(-n3nc(C)cc3C)n2)c(OC)c1
38. Fc1ccc(OCc2nc3ccccc3s2)cc1
39. CCOCc1nnc(NC(=O)C2CCN(C(=O)c3ccco3)CC2)s1
40. C/C(=N\OC(=O)c1c(-c2ccccc2Cl)noc1C)c1ccncc1
entry no.	33	34	35	36	37	38	39	40
LYPLA2 inh	4	15	11	4	1	1	-4	-1
ZTA counter	-14	3	-14	4	-1	-4	-14	4
PAFAH2 FP inh	-9	2	-3	-2	13	2	3	7
PAFAH1B2 inh	5	0	-1	4	6	2	-1	4
PAFAH1B3 FP inh	6	1	6	7	18	1	-1	-3
pPAFAH inh	5	9	2	3	7	6	2	2
EBNA-1 inhibitor	1	16	9	-3	6	-18	7	-1
LYPLA1 inh	-7	0	2	1	2	-3	-3	-6
PREPL inhibitor	3	10	18	15	19	-4	-7	-4

41. CC(=O)c1ccc(-n2c(CCC(=O)O)ccc2-c2ccc(C)cc2)cc1
42. O=C(CSc1ccccc1)Nc1ccc(C(=O)Nc2cccc(O)c2)cc1
43. O=C(CCc1ccccn1)NC1CCCc2c1cnn2-c1ccc(F)cc1F (stereo not given)
44. O=S(=O)(c1ccc(F)cc1)N1CCN(Cc2nnc(-c3ccccc3)o2)CC1
45. CCCCn1c(=O)[nH]c(=O)c2c1nc(Cn1ncc(Cl)c(Cl)c1=O)n2CCC
46. CC1c2[nH]c3ccccc3c2C[C@H]2C(=O)N(CCCN(C)C)CC(=O)N12 (stereo not given in full)
47. Nc1nc(NCC2CCCO2)nc(Nc2ccc(Cl)cc2)c1[N+](=O)[O-] (stereo not given)
48. COc1ccc(N(CC(=O)NCCc2ccccc2)C(=O)CCC(=O)Nc2nccs2)c(OC)c1
entry no.	41	42	43	44	45	46	47	48
LYPLA2 inh	-1	2	0	3	4	-1	1	0
ZTA counter	17	0	7	-17	10	-1	-12	3
PAFAH2 FP inh	0	-3	2	4	2	19	13	8
PAFAH1B2 inh	11	7	4	4	-5	5	5	9
PAFAH1B3 FP inh	7	11	8	2	6	9	12	9
pPAFAH inh	8	-3	10	-1	4	9	2	4
EBNA-1 inhibitor	5	-2	0	.	7	9	7	-1
LYPLA1 inh	0	1	0	4	0	-3	-3	-2
PREPL inhibitor	5	-58	3	-17	14	-8	6	-5

49. Cc1ccccc1C(=O)Nc1ccc(S(=O)(=O)N2CCOCC2)cc1
50. Cc1nnc(SC(C)C(=O)NCC2CCCO2)n1-c1ccccc1 (stereo not given)
51. CCN(CC(=O)NCc1ccc(Cl)cc1)C(=O)c1cc(OC)cc(OC)c1
52. CC1CC(C)CN(C(=O)C2CC(=O)N(c3ccc(F)cc3)C2)C1 (stereo not given)
53. O=C(NNC(=O)c1ccccc1Br)c1ccc2nc[nH]c2c1
54. Cc1[nH]c2ccccc2c1C(=O)CSC(=S)N(C)C
55. Cc1nn(-c2ccccc2)nc1C(=O)NNC(=O)c1cccc2ccccc12
56. COc1ccc(-c2ccc(SCC(=O)N3CCOCC3)nn2)cc1
entry no.	49	50	51	52	53	54	55	56
LYPLA2 inh	1	2	0	-1	-3	0	-11	1
ZTA counter	14	-14	2	0	15	5	-7	-11
PAFAH2 FP inh	-2	-6	-7	-10	13	0	-4	-7
PAFAH1B2 inh	5	5	2	8	-1	-3	0	8
PAFAH1B3 FP inh	12	0	-6	-2	9	-1	3	6
pPAFAH inh	1	2	-2	3	18	-4	-2	-3
EBNA-1 inhibitor	-2	-12	-11	0	-6	1	-3	-3
LYPLA1 inh	-1	5	1	2	-5	-4	-6	0
PREPL inhibitor	3	10	2	6	12	-6	-7	23

57. O=c1oc(-c2ccc([N+](=O)[O-])cc2)nc2ccccc12
58. Cc1cccc(N2CCN(C(=S)Nc3ccc4nc5n(c(=O)c4c3)CCCCC5)CC2)c1C
59. COc1ccc(CN(C(=O)CSc2nnc(-c3ccc(F)cc3)o2)c2ccc(F)cc2)cc1
60. NNC(=O)c1cc(-c2ccc(O)cc2)nc2ccc(Br)cc12
61. Cc1ccc(S(=O)(=O)N2CCN(C(=O)c3cccc(F)c3)CC2)cc1
entry no.	57	58	59	60	61
LYPLA2 inh	-4	-3	7	-32	-6
ZTA counter	5	16	7	8	-8
PAFAH2 FP inh	74*	0	-8	-6	7
PAFAH1B2 inh	-5	3	-1	-5	9
PAFAH1B3 FP inh	3	5	0	-7	2
pPAFAH inh	4	5	4	-12	-4
EBNA-1 inhibitor	2	14	3	15	-2
LYPLA1 inh	1	0	-1	-26	-3
PREPL inhibitor	5	22	-6	0	1

Gathered by group, the compounds so far containing an aryl thioether with sulfur outside any ring (eight)
5. Cc1cc(C)nc(SCc2nnc(SCC(=O)N3CCOCC3)o2)n1
8. COC(=O)CSc1nnc(-c2cccs2)n1-c1ccc(Cl)cc1
30. CCn1c(CC(=O)Nc2cccc(OC)c2)nnc1SCC(=O)N1CCN(c2ccccc2)CC1
35. Cn1c(=O)[nH]c(=O)c2c1nc(SCC(O)CO)n2CCCc1ccccc1 (stereo not given)
42. O=C(CSc1ccccc1)Nc1ccc(C(=O)Nc2cccc(O)c2)cc1
50. Cc1nnc(SC(C)C(=O)NCC2CCCO2)n1-c1ccccc1 (stereo not given)
56. COc1ccc(-c2ccc(SCC(=O)N3CCOCC3)nn2)cc1
59. COc1ccc(CN(C(=O)CSc2nnc(-c3ccc(F)cc3)o2)c2ccc(F)cc2)cc1
entry no.	5	8	30	35	42	50	56	59
LYPLA2 inh	1	4	1	11	2	2	1	7
ZTA counter	11	-5	6	-14	0	-14	-11	7
PAFAH2 FP inh	-11	11	-11	-3	-3	-6	-7	-8
PAFAH1B2 inh	-3	9	0	-1	7	5	8	-1
PAFAH1B3 FP inh	2	4	3	6	11	0	6	0
pPAFAH inh	2	6	0	2	-3	2	-3	4
EBNA-1 inhibitor	7	-3	2	9	-2	-12	-3	3
LYPLA1 inh	3	-2	1	2	1	5	0	-1
PREPL inhibitor	-4	10	10	18	-58	10	23	-6
